# Screening data deposited in PubChem BioAssay by Broad Institute.
# PAX8 reporter: PAX8 transcriptional activity inhibition | RMG-I TPO-luciferase reporter, SteadyGlo, 24 h | inhibition, % at 12.6 µM | 360,000 tested, 1.2% active;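 active means mean replicate inhibition at least 60% with every replicate also reaching 60%; inconclusive means only one of the two criteria is met; inactive means mean below 60% and not all replicates reaching 60%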;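 further: luciferase light reporting Pax8 driven TPO promoter activity; plate controls were median of neutral control wells for no effect and mitoxantrone controls for full effect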
# INS-1E GSIS act: GLuc luminescence reporter in INS-1E cells, primary screen for activators of glucose-dependent secretion of insulin. INS-1E GLuc reporter insulin secretion, 2-3 h. 370,000 tested, 0.61% active. activation, % at 16.6 µM. AID 743287;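 active means lowest replicate activation of at least 40%, so every replicate reaches that level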;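 further: 0% = median of neutral control wells and 100% = median of IBMX positive control wells; some compounds called inactive have numbers as strong as hits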
# LGR2 inh: blocks bursicon-induced cAMP signaling via Drosophila LGR2. AID 720647. inhibition, % at 9.99 µM. HEK293 LGR2, CRE-luciferase, bursicon-stimulated, 4 h. 380,000 tested, 0.35% active;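 active means drop in luminescence signal, shown as inhibition above about 50% in the replicate tests, limit read from the data, passing the limit was not always enough; inconclusive means probably only some replicates passing the limit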;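 further: agonist challenge used bursicon conditioned medium at about half maximal strength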
# An asterisk follows results filed as active; u = inconclusive. A portion of the library. The share of hits here may be higher or lower than overall.
# Fields – PAX8 reporter	LGR2 inh	INS-1E GSIS act
- CCCCNC(=O)C[C@@H]1C[C@@]2(C(=O)OC)CCCCC=C2N(Cc2ccc3c(c2)OCO3)C1=O
 : 5	2	-35
- O=[N+]([O-])c1cc(/C=N/Nc2nc(N3CCOCC3)nc(N3CCOCC3)n2)ccc1Cl
 : 6	25	-7
- Cc1ccc(N/C(C(Cl)=C(Cl)Cl)=C(/Cl)[N+](=O)[O-])c(C)c1
 : 12	9	16
- Cc1cccc(C)c1NC(=O)C1(C)CSCC(=O)N1CCc1c[nH]c2ccccc12 (configuration not stated)
 : 3	-18	-10
- C=CC[n+]1c(C)csc1Nc1ccc(C)cc1
 : -12	-7	-8
- Cc1ccc(C(NC(=O)N2CCCCC2)=C(Cl)Cl)cc1F
 : u	1	0
- COc1ncc(-c2c(-c3ccccc3OC)sc3ccccc23)cn1
 : 4	-1	17
- Cc1[nH]c2ccccc2c1CC(=O)Nc1ccc(Nc2cccnc2)c(-c2cc(C(F)(F)F)cc(C(F)(F)F)c2)c1
 : 52	26	-16
- O=C(Nc1cccc(Cl)c1)Nc1ccccc1NS(=O)(=O)c1cccs1
 : -11	35	-32
- COc1ccc2c3c([nH]c2c1)[C@@H](CO)N(C(=O)c1ccccn1)CC31CN(C(=O)C2CC2)C1
 : 2	7	18
- CN(C)/C=C1/C(=O)N(c2ccc([N+](=O)[O-])cc2)N=C1c1ccccc1
 : -130	-58	-3
- CC(C)c1ccc([C@@H]2O[C@H](CCc3ccccc3)Cc3[nH][nH]c(=O)c32)cc1
 : 8	5	3
- O=C(CCc1nc2ccccc2s1)OCC(=O)c1ccccc1
 : -13	-7	-4
- CCOC(=O)N[C@H](C(=O)N1CCC[C@H]1C(=O)NCc1ccccc1)C(C)C
 : -10	-2	18
- CCOC(=O)Nc1ccc(NC(=O)c2ccccc2F)cc1
 : -108	7	6
- C/C(=N\NC(=O)c1ccc(CSc2nncn2C)cc1)c1ccc2ccccc2c1
 : 2	41	-4
- O=c1[nH]c(=S)[nH]c2c1C(c1ccc(Cl)c(Cl)c1)OC(CCc1ccccc1)C2 (configuration not stated)
 : -7	8	-24
- CN(CC(=O)N1CCN(Cc2ccccc2)CC1)S(=O)(=O)c1cccc2nsnc12
 : -11	19	13
- CC(C)(C)C(c1nc2ccccc2[nH]1)n1c(-c2cccc(S(C)(=O)=O)c2)nc2ccccc21 (configuration not stated)
 : -156	-88	-3
- Nc1[nH]c(C(=O)c2ccccc2)c(-c2ccc(Br)cc2)c1C(=O)c1cccs1
 : -11	-2	-9
- COc1cc(OC)cc(C2=Cc3ccccc3C(CC(=O)c3ccco3)N2c2ccc(-c3cccnc3)cc2)c1 (configuration not stated)
 : 26	33	19
- CCn1cc(CCC(=O)Nc2ccc(Oc3cccnc3)cc2)c2ccccc21
 : 11	5	-8
- Cc1cccn2c(=O)c3cc(C(N)=S)c(=N)n(CCCN4CCOCC4)c3nc12
 : 10	3	67
- CCCCc1c(-c2ccc(Br)cc2)ncn1CCc1ccccc1OC
 : 74*	u	38
- CC(C)NC(=O)C1C(c2ccc(C(F)(F)F)cc2)=Nc2ccccc2N1C(=O)c1ccco1 (configuration not stated)
 : 12	7	-8
- Cc1ccc2nc(-c3ccc(F)cc3)c(Cc3cccc(F)c3)n2c1
 : -78	-21	-5
- CCCNC(=O)N1CC2(CCN(CC3CCCC3)CC2)c2c([nH]c3cc(OC)ccc23)[C@@H]1CO
 : -2	-3	16
- COc1ccc(CC(=O)N2N=C(c3ccncc3)CC2(O)C(F)(F)F)cc1 (configuration not stated)
 : 31	9	-16
- O=C(NCc1ccccc1)C(C1CC1)n1c(=O)c(-c2ccco2)nc2ccccc21 (configuration not stated)
 : -2	-11	-1
- CCOC(=O)[C@]12CCCC=C1N(Cc1cccc3ccccc13)C(=O)[C@H](CC(=O)N1CCCCC1)C2
 : 5	-14	-16
- CCc1nc(NC(=O)NS(=O)(=O)c2ccccc2C(=O)OC)nc(OC)n1
 : 3	-43	-1
- Cc1ccc(Cc2c(-c3ccc(C#N)cc3)nc3ccc(C)cn23)cc1
 : -32	-3	1
- COc1ccc(N2CCN(C3C(=O)Nc4ccccc4-n4nnnc43)CC2)cc1 (configuration not stated)
 : 8	-7	4
- O=C(NC1CCCC1)C(c1ccccc1)n1c(CSCCOc2ccccc2)nc2ccccc21 (configuration not stated)
 : -11	-48	-5
- Cc1cc(NC2CCCCC2)n2c(n1)nc1ccccc12
 : -84	2	-1
- CC[C@H](C)NC(=O)CCCCCn1c(=S)[nH]c2c([nH]c3ccc(OC)cc32)c1=O
 : -5	-6	-7
- O=C(O)c1cc(-c2ccc(/C=C3\NC(=O)N(c4ccc(Cl)cc4)C3=O)o2)ccc1Cl
 : -7	2	6
- COC(=O)C1=C(C)N(C)C(=NCC2CC2)NC1c1ccc(Cl)cc1 (configuration not stated)
 : -10	-4	32
- COC(=O)c1ccc2nc(-c3ccccc3)c(Cc3ccccc3)n2c1
 : -114	-18	2
- COc1cc2c(C)nc3c(cnn3-c3ccccc3)c2cc1OC
 : -106	-16	8
- COc1ccccc1C(=O)Nc1c(C)cc(Br)cc1C
 : -14	6	6
- CCOC(=O)c1csc(NC(=O)Nc2cccc(OC)c2)n1
 : -29	5	-1
- CCOC(=O)[C@]12CCCC=C1N(Cc1ccc3c(c1)OCO3)C(=O)[C@H](CC(=O)NCc1cccc(C(F)(F)F)c1)C2
 : 38	15	-40
- CCOC(=O)[C@]12CCCC=C1N(Cc1ccc(Cl)cc1Cl)C(=O)[C@H](CC(=O)NCCCCc1ccccc1)C2
 : 31	26	-12
- FC(F)(F)c1cc(Cl)c2nc(-c3ccccc3)c(Cc3ccsc3)n2c1
 : -20	-87	-11
- O/N=C/c1ccc(OCc2ccccc2)c(Cl)c1
 : -277	-46	-5
- CCOc1cc(/C=C(\C#N)C(=O)NCc2cccnc2)ccc1O
 : -15	11	-11
- Cc1oc(-c2ccccc2Cl)nc1CN1CCCCC1c1cccnc1 (configuration not stated)
 : 13	13	-12
- CC1CN(C(=O)c2ccccc2Oc2ccccc2)CC(C)O1 (configuration not stated)
 : 4	-4	0
- CCOC(=O)C(=O)c1c(C)cc2ccccn12
 : -31	-8	5
- COc1ccc(Cc2c(-c3ccc(C#N)cc3)nc3c(Cl)cc(C(F)(F)F)cn23)c(C)c1
 : 8	-5	15
- COC(=O)[C@@]12C[C@@H](CC(=O)NCCc3ccccc3OC)C(=O)N(Cc3ccccc3)C1=CCC(C)(C)C2
 : 15	1	-14
- O=C(CNS(=O)(=O)c1ccccc1)N/N=C/c1ccc(O)cc1
 : -1	-4	-4
- CC(CNC(=O)[C@H]1O[C@@H](n2cnc3c(=O)[nH]c(N)nc32)[C@H](O)[C@@H]1O)c1ccccc1 (some centres not stated)
 : -5	3	6
- Fc1ccccc1N1CCN(C(c2ccnc3ccccc23)c2nnnn2-c2ccc3c(c2)OCCO3)CC1 (configuration not stated)
 : -6	-14	-9
- Cc1ccc(NC(=O)c2noc(C(C)C)c2[N+](=O)[O-])cc1
 : -39	-22	-7
- C=CCOC(=O)C1=C(C)NC(=S)NC1c1cccs1 (configuration not stated)
 : 8	0	-16
- CC(C)c1ccc([C@@H]2O[C@H](C)CC3=C2C(=O)OC(C)(C)O3)cc1
 : -14	-6	-7
- CC(C)CNc1cccc2c1S(=O)(=O)N[C@@H](CC(C)C)CO2
 : -8	-16	1
- CCN1/C(=C2\C(=O)N(c3ccccc3)N=C2C)C=Cc2cc(C)ccc21
 : 1	-3	2

# More results:
# Fields – PAX8 reporter	LGR2 inh	INS-1E GSIS act
- CCCCn1nnnc1C(c1cc2ccccc2o1)N(CCC#N)Cc1ccccc1 (configuration not stated)
 : 9	32	-25
- COc1ccc(NC(=O)C(c2ccc(C#N)cc2)n2c(=O)c(-c3ccco3)nc3ccccc32)cc1 (configuration not stated)
 : -9	-8	-12
- COc1ccc(-c2c(Sc3ccccc3)c3cc(-c4ccc(OC)c(F)c4)ccc3n2C)cc1
 : 12	-6	6
- CC(=O)NC(Cc1cc(C)ccc1C)C(=O)N1CCN(C(=O)c2ccccc2Br)CC1 (configuration not stated)
 : -10	-1	16
- Cc1ccc(OCC(=O)OCCN2C(=O)c3ccccc3C2=O)cc1C
 : 36	14	1
- COc1ccc2oc(=N)c(C(=O)Nc3ccc(F)cc3)cc2c1
 : 9	3	18
- COc1ccc(-c2cc(NC(=O)Cc3c[nH]c4ccccc34)ccc2Nc2cccnc2)cc1F
 : 1	13	15
- O=C(O)CC(NC(=O)Cc1ccc(Cl)cc1)c1ccco1 (configuration not stated)
 : -10	-4	-11
- CCCCN(CC)C(=O)CSc1nc2n[nH]c(C)c2c(=N)n1-c1cccc(C)c1
 : 50	-2	-16
- COc1ccc(C(=O)N=c2sccn2C)cc1
 : -39	-30	8
- CCOC(=O)C1=CCN(S(=O)(=O)c2ccccc2F)C1c1ccc(Br)cc1 (configuration not stated)
 : 9	8	1
- CC(C)C[C@H]1COc2c(Cl)cccc2S(=O)(=O)N1Cc1ccc(F)cc1F
 : -12	-1	-9
- C=CCNc1nc(=S)[nH]c2cc(OC)c(OC)cc12
 : -40	7	26
- C[C@@H]1COc2cc(N3CCCCC3)ccc2S(=O)(=O)N1
 : -30	-8	11
- COc1ccc2c3c([nH]c2c1)[C@H](CO)N(C(=O)C1CCCC1)CC31CCN(S(C)(=O)=O)CC1
 : -15	-5	-1
- O=C(NCc1ccccc1)C1c2ccccc2OCC(=O)N1CCc1c[nH]c2ccccc12 (configuration not stated)
 : -10	27	-4
- COc1cc(/C=N/N=C2/C(=O)Nc3ccccc32)cc(OC)c1O
 : 7	-18	-11
- CCOc1cc(/C=N\NC(=O)Cn2nnc3ccccc32)ccc1O
 : -6	48	31
- CC1Sc2ccc(Cl)cc2-c2nc(N)ncc21 (configuration not stated)
 : -19	30	-5
- C[C@H]1COc2cc(N3CCCC3)ccc2S(=O)(=O)N1
 : -6	0	7
- Cc1ccccc1OCc1nnc(SCC(=O)Nc2ccc3nc(SCC(=O)Nc4ccccc4)sc3c2)n1C
 : -3	7	-1
- COc1ccccc1C=C(C(=O)c1ccccc1)c1ccccc1
 : 20	6	-1
- O=C(NCc1cccnc1)c1ccc(-c2ccc(Cl)cc2)o1
 : -4	-2	1
- Cc1ccc(C(=O)NC(N(C)C)C(Cl)(Cl)Cl)cc1 (configuration not stated)
 : 10	12	1
- O=S(=O)(c1ccccc1)c1nc(-c2ccccc2F)oc1NCc1cccnc1
 : 17	-10	29
- COc1cc(-c2cc(C(=O)NN3CCN(C)CC3)c3ccccc3n2)cc(OC)c1OC
 : 3	9	20
- OCCNCCCCSc1ccc(Cl)cc1
 : 11	u	-19
- Cc1cc(/C=N/NC(N)=S)c(C)n1-c1ccc(Cl)c(Cl)c1
 : 4	-2	-2
- CCOC(=O)[C@]12CCCC=C1N(Cc1ccccc1)C(=O)[C@H](CC(=O)NCCCN1CCCC1=O)C2
 : 6	3	13
- Cc1ccc(S(=O)(=O)N2CCC(=O)N([C@H](COC(=O)Nc3ccccc3)Cc3ccccc3)CC2)cc1
 : -8	11	-12
- FC(F)Oc1ccccc1/C=N/n1cnc2ccccc21
 : -88	-37	14
- CC(=O)O[C@@H]1C=C[C@@H](C#Cc2ccc(C(C)(C)C)cc2)O[C@@H]1COC(=O)NCc1ccccc1
 : 17	32	3
- O=C(/C=C/c1cccc([N+](=O)[O-])c1)NCCSCc1ccc(Cl)cc1Cl
 : 11	-13	-21
- CCCCc1c(-c2ccccc2OC)ncn1Cc1ccc(OC)c(Cl)c1
 : 22	-9	-57
- CCn1cc(CN2CCN(Cc3cccc(OC)c3)C(CCO)C2)c(C)n1 (configuration not stated)
 : 10	6	-6
- COc1cccc(CC2(CO)CCCN(Cc3ccc(C)s3)C2)c1 (configuration not stated)
 : 16	14	-9
- CC1(C)COC(c2ccc(F)c([N+](=O)[O-])c2)=N1
 : 15	-1	-4
- CCCCCCCCN1C(=O)[C@H](CC(=O)NCC23CC4CC(CC(C4)C2)C3)C[C@@]2(C(=O)OC)CC(C)(C)CC=C12
 : 19	9	15
- CCOc1cc(CNCCCN2CCOCC2)cc(Cl)c1OCC(=O)NC(C)(C)C
 : -8	19	12
- O=C(NCc1ccccn1)c1nc(-c2ccc(C(F)(F)F)cc2)no1
 : -23	-21	13
- CCCCn1nnnc1C(c1ccccc1)N1CCN(c2cccc(C)c2C)CC1 (configuration not stated)
 : 4	14	-10
- CCC(=O)Nc1cccc(SC)c1
 : -16	-21	-1
- C/C(=N\NC(=O)c1ccccc1)c1ccccc1Br
 : -130	-30	-5
- COC(=O)C1(C(=O)OC)C[C@H](/C=C/c2ccccc2)N(Cc2ccccc2OC)[C@@H]1c1ccccc1
 : -14	-1	-2
- O=C(Nc1ccc(Cl)c(Cl)c1)N[C@@H]1CC[C@H](CCn2cc(C3CCCC3)nn2)O[C@@H]1CO
 : 11	6	-15
- COC(=O)C1=CN(c2ccc(Oc3ccccc3)cc2)C(N)=C(C#N)C1c1cccc(OC)c1OC (configuration not stated)
 : 31	9	0
- CC(=O)c1cc(-c2ccccc2)n(CC(=O)NC2CCCCC2)c1C
 : 3	6	7
- CCCCNC(=O)C[C@@H]1C[C@@]2(C(=O)OC)CCCCC=C2N(Cc2cccc3ccccc23)C1=O
 : 8	14	-25

# Copied from above, two compounds:
# Fields – PAX8 reporter	LGR2 inh	INS-1E GSIS act
- CC(=O)c1cc(-c2ccccc2)n(CC(=O)NC2CCCCC2)c1C
 : 3	6	7
- CCCCNC(=O)C[C@@H]1C[C@@]2(C(=O)OC)CCCCC=C2N(Cc2cccc3ccccc23)C1=O
 : 8	14	-25
